# All columns: NCI-60 one-dose screen, growth in % after 48 h at 10 µM unless noted; 100 = growth as untreated, 0 = no growth, -100 = all killed.
# MDA-MB-468: MDA-MB-468 breast cancer; hit rate 8.5% among 78,000
# T-47D: T-47D breast cancer. hit rate 5% among 79,000
# MALME-3M: MALME-3M melanoma. hit rate 5.8% among 78,000. AID 1794766
# MCF7: MCF7 breast cancer; AID 1794796; hit rate 6.3% among 82,000
# HS 578T: HS 578T breast cancer. hit rate 4.1% among 78,000. AID 1794788
# BT-549: BT-549 breast cancer | hit rate 4.4% among 78,000 | AID 1794793
# MDA-MB-231: MDA-MB-231 breast cancer; hit rate 5% among 81,000; AID 1794789
# LOX IMVI: LOX IMVI melanoma | hit rate 7.4% among 79,000 | AID 1794757
# An asterisk follows results filed as active; . = no result given; & = joins results of further samples; [ ] = another dose, or the depositor's remark. Rule for the calls: active = growth percent below 10; inactive = the rest.
1: CC(=O)c1cccc(N(C)S(=O)(=O)c2ccc(C)cc2)c1
2: O=c1oc2ccccc2cc1-c1csc(N=Nc2c(O)n(Cc3ccccc3)c3ccccc23)n1
3: CCCCN(CCCC)CC(O)c1cc(-c2ccc(Cl)c(Cl)c2)cc2cc(Cl)ccc12 (stereo unspecified)
4: CC(C)(C)n1cc(-c2ccnc(NCCNS(=O)(=O)c3ccc(Br)cc3)c2)c(-c2ccccc2)n1
5: O=C(NCCCNC(=O)c1ccc[nH]c1=O)c1cc(-c2ccccc2)on1
6: S=C(NNc1ncnc2ccccc12)Nc1ccccc1
7: CCN1CCN(C(=O)[C@@]2(C)CC[C@]3(C)CC[C@]4(C)C(=CC(=O)[C@@H]5[C@@]6(C)CC[C@H](OC7C[C@@H](O)[C@@H](O)C(C)O7)C(C)(C)[C@@H]6CC[C@]54C)[C@@H]3C2)CC1 (stereo partly specified)
8: CC(CCCN1CCCC1)Nc1ccnc2cc(Cl)ccc12 (stereo unspecified)
entry no.	1	2	3	4	5	6	7	8
MDA-MB-468	110.7	72.5	106.0	62.3	42.0	115.4	16.9	86.5
HS 578T	102.2	59.4	86.8	83.7	78.2	105.8	87.5	102.9
T-47D	87.8	88.7	82.8	53.1	.	90.6	82.6	111.9
MDA-MB-231	93.1	56.7	50.3	90.7	108.6	97.8	6.2*	76.4
BT-549	82.8	73.5	102.3	85.3	81.7	128.7	87.1	100.3
LOX IMVI	82.3	83.4	61.7	88.2	86.5	111.1	.	96.8
MCF7	60.5	88.5	78.8	64.0	35.9	95.8	24.5	86.4
MALME-3M	84.0	59.8	114.7	106.5	42.7	100.1	2.6*	107.7

9: Cc1ccc(-c2nc(-c3cn(C)c4ncccc34)cs2)cc1
10: CCOC(=O)c1cccnc1Nc1ccc(NC(=O)Nc2c(C)cccc2Cl)cc1
11: COc1ccccc1NC(=O)OCC#CCOC(=O)Nc1ccccc1OC
12: Cc1nc([N+](=O)[O-])c(Sc2nncc(-c3ccccc3)n2)n1C
13: CC(C)C(C(=O)O)N1C(=O)C2C3CCC(C3)C2C1=O (stereo unspecified)
14: O=C(CCN1CCCC1)Nc1ccc2c(Nc3ccccc3)c3ccccc3nc2c1
15: CC1(O)CCCC1O (stereo unspecified)
16: CCCn1nc(-c2ccccc2)c2c(-c3ccccc3)onc2c1=O
entry no.	9	10	11	12	13	14	15	16
MDA-MB-468	-50.2*[100 µM]	99.8	89.9&92.6	29.5	.	-14.9*	101.6	43.6
HS 578T	13.7[100 µM]	112.6	76.3&99.7	99.1	109.5	32.2	91.6	67.7
T-47D	-3.1*[100 µM]	88.0	89.2&96.7	15.3	.	18.6	100.0	.
MDA-MB-231	-14.6*[100 µM]	92.3	105.0&102.5	92.6	124.5	3.8*	.	81.6
BT-549	-42.1*[100 µM]	102.5	91.0	66.6	106.9	41.0	93.2	71.5
LOX IMVI	-41.0*[100 µM]	118.7	100.3&96.9	82.2	108.2	-55.3*	94.5	.
MCF7	-18.0*[100 µM]	86.7	91.8&106.9	43.8	108.7	-13.5*	89.6	40.9
MALME-3M	-40.0*[100 µM]	95.7	96.6	-7.4*	131.6	-85.1*	91.7	96.5

17: C#C[C@@]1(O)[C@@H](CO)O[C@@H](n2c(C(F)(F)F)cc3c(N)ncnc32)[C@@H]1O
18: CN1CCN(CCCOC(=O)c2c3c(n4ccccc24)C(=O)c2ncccc2C3=O)CC1
19: O=S(=O)(Nc1ccc2c3c(cccc13)CC2)c1ccccc1
20: Cc1ccc(/C=C/C(=O)c2ccc(O)c(CN3CCN(c4cc5c(cc4F)c(=O)c(C(=O)O)cn5C4CC4)CC3)c2)cc1
21: CCCCCC(=O)NCc1ccccc1
22: O=C1COCCN1c1ccc(Nc2nc(Cl)nc(OCCCl)n2)cc1
23: CC(=O)[C@@H]1CC[C@]2(C(=O)n3ccnc3)CC[C@]3(C)[C@H](CC[C@@H]4[C@@]5(C)Cc6c([nH]c7ccccc67)C(C)(C)[C@@H]5CC[C@]43C)[C@@H]12
24: COc1ccc(-c2c(N)n[nH]c2-c2cc(Cl)ccc2O)cc1
entry no.	17	18	19	20	21	22	23	24
MDA-MB-468	102.5	43.7	84.7	45.6	110.5	54.2	90.8	.
HS 578T	111.0	-1.5*	74.5	52.5	.	130.8	87.1	73.0
T-47D	90.8	47.6	83.2	67.2	98.2	88.9	78.0	80.0
MDA-MB-231	115.7	20.0	97.7	82.0	101.7	104.8	90.7	85.3
BT-549	101.3	24.9	93.1	64.0	112.7	98.3	99.1	84.7
LOX IMVI	93.4	-60.9*	90.4	46.3	104.6	86.5	87.2	54.9
MCF7	93.2	-45.9*	97.4	42.9	94.2	73.1	71.9	72.4
MALME-3M	93.6	-59.7*	77.6	76.7	113.6	94.6	102.4	83.3

25: CC(C)=C[C@@H]1CC2Cc3ccc(Cl)c(C)c3N1O2 (stereo partly specified)
26: Nc1nc(N)c2c(n1)NC(c1ccc(F)cc1)CC(c1ccc(Nc3nc(NCCO)nc(N4CCOCC4)n3)cc1)=N2 (stereo unspecified)
27: CC(=O)c1cc2c(cc1C)C(C)(C)CCC2C (stereo unspecified)
28: Cc1ccc(C(=O)Nc2cc(-c3ccncc3)cc(C(F)(F)F)c2)cc1C#Cc1cnc2cccnn12
29: O=C(Cn1cc[n+](CC(=O)c2ccc(F)cc2)c1)Nc1cccc2cccnc12
30: COc1ccc(Cc2nn(CC(=O)N/N=C/c3ccc(C)cc3)c(=O)c3c(C)noc23)cc1
31: Cn1c(-c2cccc(OC(F)(F)F)c2)cc(=O)c2cc(N3CCCC3)ccc21
32: Nc1ccc2c(c1)C(O)c1cccc(C(=O)O)c1-2 (stereo unspecified)
entry no.	25	26	27	28	29	30	31	32
MDA-MB-468	101.0	75.8	106.6	92.7	98.0	97.5	85.3	101.1
HS 578T	103.3	75.9	108.5	23.0	96.8	83.7	91.0	99.4
T-47D	109.9	74.4	87.9	81.6	87.6	91.0	83.8	99.7
MDA-MB-231	91.1	85.4	.	23.7	94.3	95.6	91.4	101.7
BT-549	100.9	84.4	102.7	86.8	101.5	99.9	84.6	103.3
LOX IMVI	93.6	91.1	77.0	11.1	97.2	101.2	89.9	93.4
MCF7	95.0	66.1	92.8	45.9	89.2	91.1	56.7	96.9
MALME-3M	94.4	.	96.5	-11.8*	97.1	90.4	90.9	82.9

33: C=CCN1C(=O)/C(=C/c2ccc(OC)cc2OC)SC1=Nc1ccc(Cl)c(Cl)c1
34: COc1cc(-c2nnc(SCC(=O)Nc3ccc(C(=O)/C=C/c4ccccc4)cc3)n2-c2ccccc2)cc(OC)c1OC
35: COc1ccc(/C=N/NC(=O)c2c(N)nn(C)c2Nc2ccccc2)cc1
36: CCC(C)[C@H](NC(=O)OC(C)(C)C)C(=O)Nc1cccc(-c2cc(=O)c3c(OC)c(OC)c(OC)cc3o2)c1 (stereo partly specified)
37: c1ccc2cc(Cn3cc(CSc4nc5ccccc5s4)nn3)ccc2c1
38: COc1ccc(C2Sc3ccccc3NC3=C2C(=O)c2ccccc23)cc1 (stereo unspecified)
39: CC1(c2cc3ccccc3oc2=O)NC(=O)c2ccccc2N1 (stereo unspecified)
40: C[C@@]1(O)[C@H](c2ccccc2Br)OC(=O)N1CCc1ccc2c(c1)OCO2
entry no.	33	34	35	36	37	38	39	40
MDA-MB-468	90.9	87.5	-1.3*	72.2	105.6	96.0	78.5	.
HS 578T	88.1	91.7	38.1	101.2	87.1	98.7	101.9	96.4
T-47D	87.0	61.9	42.4	68.8	80.8	81.8	79.8	87.7
MDA-MB-231	88.1	85.3	65.1	64.3	89.3	84.5	83.1	107.9
BT-549	106.6	101.3	14.0	93.4	96.3	84.4	90.8	108.8
LOX IMVI	93.8	99.0	18.9	73.8	98.8	.	89.8	103.1
MCF7	95.3	40.2	17.6	64.7	91.7	94.4	82.6	103.4
MALME-3M	103.3	105.5	44.7	127.2	97.7	72.1	94.6	93.5

41: COc1ccc(-c2nc3sc4cc(OC)ccc4n3c2-c2nc3c(C)c(C)ccc3[nH]2)cc1
42: Cc1cc(=O)n2nnc3cc(C(F)(F)F)ccc3n12
43: O=C(NCCN1CCOCC1)c1cncnc1Nc1ccc2c(ccn2Cc2ccccn2)c1
44: CN1CCN(c2ccc(NC(=O)c3cncnc3Nc3ccc(OCc4ccccn4)c(Cl)c3)cc2)CC1
45: NS(=O)(=O)c1ccc(N2N=C(c3ccc(Br)cc3)CC2c2cn(-c3ccccc3)nc2-c2ccc(Cl)cc2)cc1 (stereo unspecified)
46: Cc1ccc(CNc2ccc(Cl)cc2)cc1
47: NNC(=O)C(CO)c1ccccc1 (stereo unspecified)
48: CCOC(=O)N1c2ccccc2C=CC1C#N (stereo unspecified)
entry no.	41	42	43	44	45	46	47	48
MDA-MB-468	98.1	121.9	98.0	38.1	112.0	109.5	97.1	103.8
HS 578T	116.4	117.4	103.1	67.4	100.5	97.3	109.4	102.5
T-47D	89.1	115.9	98.3	53.7	69.2	84.3	116.0	93.8
MDA-MB-231	84.5	108.5	106.5	-11.2*	99.0	110.0	95.0	116.3
BT-549	110.8	126.8	101.9	77.9	.	101.9	102.3	108.2
LOX IMVI	106.0	106.1	101.0	-22.1*	88.0	99.1	97.3	94.1
MCF7	89.7	119.7	97.8	26.5	53.1	83.1	92.5	95.9
MALME-3M	132.6	.	102.2	-55.1*	.	102.3	90.5	103.5

49: Cn1ncc2c(Nc3ccc(Br)cc3)nc(Nc3ccc(Br)cc3)nc21
50: COc1cccc(NCc2nnc(Nc3ccc(Cl)cc3)c3ccccc23)c1
51: CCCCN1C(=O)/C(=c2\sc3n(c2=O)NC2C(N=3)N(CC)C(=S)N2CC)c2ccccc21 (stereo unspecified)
52: C#CCn1cnc2c(Nc3cccc(NC(=O)CCl)c3)ncnc21
53: C=C1CC[C@@H]2[C@](C)(COC(C)=O)[C@H](OC(C)=O)CC[C@@]2(C)[C@@H]1CC(Nc1ccc(S(=O)(=O)Nc2nc(C)cc(C)n2)cc1)C1=CCOC1=O (stereo partly specified)
54: C/C=C\C1=NCCN1CCO
55: CCOC(=O)c1cnc2c(-c3nc4ccccc4s3)c(Nc3ccccc3)[nH]n2c1=O
entry no.	49	50	51	52	53	54	55
MDA-MB-468	51.4	-21.9*	103.1	23.5	41.0	112.0	41.6
HS 578T	.	0.5*	87.2	50.0	99.8	89.1	82.8
T-47D	29.1	-8.5*	.	34.7	68.8	102.2	65.5
MDA-MB-231	17.7	-27.1*	76.7	18.4	106.8	107.2	78.6
BT-549	62.5	-12.2*	96.2	35.1	71.9	101.8	51.0
LOX IMVI	-5.3*	-58.7*	81.1	24.0	-60.6*	103.1	84.0
MCF7	3.9*	-2.0*	79.9	14.1	40.3	101.6	86.1
MALME-3M	55.4	-22.0*	99.4	34.4	96.3	145.0	96.7

# 2 entries drawn at random from the list so far:
51: CCCCN1C(=O)/C(=c2\sc3n(c2=O)NC2C(N=3)N(CC)C(=S)N2CC)c2ccccc21 (stereo unspecified)
53: C=C1CC[C@@H]2[C@](C)(COC(C)=O)[C@H](OC(C)=O)CC[C@@]2(C)[C@@H]1CC(Nc1ccc(S(=O)(=O)Nc2nc(C)cc(C)n2)cc1)C1=CCOC1=O (stereo partly specified)
entry no.	51	53
MDA-MB-468	103.1	41.0
HS 578T	87.2	99.8
T-47D	.	68.8
MDA-MB-231	76.7	106.8
BT-549	96.2	71.9
LOX IMVI	81.1	-60.6*
MCF7	79.9	40.3
MALME-3M	99.4	96.3

# Ordered by molar mass (low to high): some entries from above
54: C/C=C\C1=NCCN1CCO
47: NNC(=O)C(CO)c1ccccc1 (stereo unspecified)
48: CCOC(=O)N1c2ccccc2C=CC1C#N (stereo unspecified)
46: Cc1ccc(CNc2ccc(Cl)cc2)cc1
42: Cc1cc(=O)n2nnc3cc(C(F)(F)F)ccc3n12
52: C#CCn1cnc2c(Nc3cccc(NC(=O)CCl)c3)ncnc21
51: CCCCN1C(=O)/C(=c2\sc3n(c2=O)NC2C(N=3)N(CC)C(=S)N2CC)c2ccccc21 (stereo unspecified)
49: Cn1ncc2c(Nc3ccc(Br)cc3)nc(Nc3ccc(Br)cc3)nc21
44: CN1CCN(c2ccc(NC(=O)c3cncnc3Nc3ccc(OCc4ccccn4)c(Cl)c3)cc2)CC1
45: NS(=O)(=O)c1ccc(N2N=C(c3ccc(Br)cc3)CC2c2cn(-c3ccccc3)nc2-c2ccc(Cl)cc2)cc1 (stereo unspecified)
entry no.	54	47	48	46	42	52	51	49	44	45
MDA-MB-468	112.0	97.1	103.8	109.5	121.9	23.5	103.1	51.4	38.1	112.0
HS 578T	89.1	109.4	102.5	97.3	117.4	50.0	87.2	.	67.4	100.5
T-47D	102.2	116.0	93.8	84.3	115.9	34.7	.	29.1	53.7	69.2
MDA-MB-231	107.2	95.0	116.3	110.0	108.5	18.4	76.7	17.7	-11.2*	99.0
BT-549	101.8	102.3	108.2	101.9	126.8	35.1	96.2	62.5	77.9	.
LOX IMVI	103.1	97.3	94.1	99.1	106.1	24.0	81.1	-5.3*	-22.1*	88.0
MCF7	101.6	92.5	95.9	83.1	119.7	14.1	79.9	3.9*	26.5	53.1
MALME-3M	145.0	90.5	103.5	102.3	.	34.4	99.4	55.4	-55.1*	.

53: C=C1CC[C@@H]2[C@](C)(COC(C)=O)[C@H](OC(C)=O)CC[C@@]2(C)[C@@H]1CC(Nc1ccc(S(=O)(=O)Nc2nc(C)cc(C)n2)cc1)C1=CCOC1=O (stereo partly specified)
entry no.	53
MDA-MB-468	41.0
HS 578T	99.8
T-47D	68.8
MDA-MB-231	106.8
BT-549	71.9
LOX IMVI	-60.6*
MCF7	40.3
MALME-3M	96.3

# Assay outcomes (PubChem BioAssay)
